Screening results from PubChem.
Rev-RRE block = inhibitors of HIV-1 Rev-RRE RNA interaction; Rev peptide-RRE RNA binding, FRET; inhibition, % at 8 µM; hit rate 0.79% among 97,000;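 active = inhibition above the screen-wide mean plus 3 SD, cut at about 35% in these data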;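 also: 0% = median DMSO wells and 100% = median Neomycin B control wells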
Target sequence (P05866 whole entry, looked up): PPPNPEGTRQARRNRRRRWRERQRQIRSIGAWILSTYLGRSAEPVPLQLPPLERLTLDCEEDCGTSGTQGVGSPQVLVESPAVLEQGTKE
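Test system – labelled RRE RNA duplex and labelled Rev peptide · Reagent – labelled Rev peptide · Doses – one concentration, 8 µM nominal · Incubation – 5 + 15 min at 25 °C · Signal – FRET fluorescence readout · Read-out basis – % inhibition of FRET ratio versus controls · Control set – DMSO wells as 0% and neomycin B wells as 100% inhibition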
FAK inh = blocks human focal adhesion kinase activity | Q05397 | hit rate 0.84% among 97,000 | inhibition, %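 (tested at 7 µM)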 | AID 727 | biochemical FAK kinase activity assay; in the data active = inhibition above about 19%;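 also: 0% = DMSO and 100% = reference compound high control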
EphB4 ephrin blk = EphB4-ephrin-B2 interaction antagonism; EphB4 LBD / TNYL-RAW-Alexa532 peptide, fluorescence polarization; inhibition, % at 7 µM; hit rate 0.15% among 97,000; AID 720;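 active = inhibition above the screen-wide mean inhibition plus 3 SD, cut at about 15% in these data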;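 also: 0% = DMSO wells and 100% = excess unlabeled TNYL-RAW peptide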
Target sequence (P54760 whole entry, looked up, the tested form may be a part): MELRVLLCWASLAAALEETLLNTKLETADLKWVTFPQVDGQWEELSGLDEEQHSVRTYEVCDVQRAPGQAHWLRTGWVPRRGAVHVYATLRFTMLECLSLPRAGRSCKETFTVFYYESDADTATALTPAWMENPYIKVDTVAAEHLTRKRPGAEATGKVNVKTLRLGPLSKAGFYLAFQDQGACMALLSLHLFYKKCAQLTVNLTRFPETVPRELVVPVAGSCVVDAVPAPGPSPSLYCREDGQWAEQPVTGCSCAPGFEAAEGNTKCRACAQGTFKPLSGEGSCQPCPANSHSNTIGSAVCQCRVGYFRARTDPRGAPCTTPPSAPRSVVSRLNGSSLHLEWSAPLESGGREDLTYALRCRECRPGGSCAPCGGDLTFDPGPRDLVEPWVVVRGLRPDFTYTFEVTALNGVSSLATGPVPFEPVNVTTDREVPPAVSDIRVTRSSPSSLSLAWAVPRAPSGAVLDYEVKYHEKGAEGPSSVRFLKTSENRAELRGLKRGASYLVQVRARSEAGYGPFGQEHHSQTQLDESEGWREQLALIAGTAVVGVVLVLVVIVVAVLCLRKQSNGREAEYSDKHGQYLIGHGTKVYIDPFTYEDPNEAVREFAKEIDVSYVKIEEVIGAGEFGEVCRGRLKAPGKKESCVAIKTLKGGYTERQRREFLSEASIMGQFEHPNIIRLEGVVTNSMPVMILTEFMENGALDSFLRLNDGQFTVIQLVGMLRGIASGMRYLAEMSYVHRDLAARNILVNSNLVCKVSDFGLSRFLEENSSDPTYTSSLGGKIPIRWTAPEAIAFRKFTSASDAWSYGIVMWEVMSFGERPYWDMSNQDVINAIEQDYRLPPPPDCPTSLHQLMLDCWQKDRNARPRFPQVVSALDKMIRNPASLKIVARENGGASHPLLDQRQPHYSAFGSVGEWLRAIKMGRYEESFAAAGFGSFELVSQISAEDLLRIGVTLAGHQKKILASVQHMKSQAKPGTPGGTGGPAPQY
PLK1 inh = blocks human PLK1 kinase activity; P53350; recombinant PLK1 kinase, TR-FRET peptide phosphorylation; inhibition, % at 10 µM; hit rate 0.53% among 97,000; AID 619;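 active = inhibition of 50% or more in the single-concentration screen; inactive = inhibition below 50%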;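 also: 0% = DMSO max control and 100% = H-89 dihydrochloride min control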
PTPN22 inh 2 = blocks human PTPN22 phosphatase activity; Q9Y2R2; recombinant LYP catalytic domain, DiFMUP fluorescence; inhibition, % at 2 µM; hit rate 0.21% among 96,000; AID 640;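 active = inhibition at 2 µM at or above a set limit, the screen mean plus 3 SD, cut at about 24% in these data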;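 also: 0% = DMSO with enzyme and 100% = enzyme fully blocked by orthovanadate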
LYP act = LYP (human) phosphatase activation; Q9Y2R2; recombinant LYP, DiFMUP fluorescence; 0 = plate median, 100 = signal doubled; activation, % at 2 µM; hit rate 0.11% among 96,000; AID 697;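 active = activation at 2 µM above a set limit, the mean plus 5 SD, cut at about 37% in these data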
PTK2B oligo ant = antagonists of human Pyk2 oligomerization; Q14289; Q293 cells, Pyk2 FERM NanoBiT luminescence; hits give low values; z-score (the deposit names both 25 µM and 10 µM); hit rate 0.83% among 99,000; AID 1347419;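 active = Z-score of -3 or lower, scaled per plate to the spread of control and sample wells; inactive = z-score above -3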;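 also: negative z-score means lost luminescence so less FERM oligomerization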
PLK1 PBD inh = blocks phosphopeptide binding to human Plk1 polo box domain; hit rate 0.13% among 97,000; Plk1 PBD phosphopeptide binding, fluorescence polarization; AID 693; inhibition, %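 (tested at about 20 µM)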; in the data active = inhibition above about 34%, passing the limit was not always enough
F-actin modifier = alters cytoskeleton assembly in HUVEC cells. inhibition, % at 2 µM. hit rate 0.18% among 91,000. HUVEC TNFa F-actin phalloidin imaging, high content;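 active = inhibition above the batch mean plus 3 SD and confirmed as a hit by visual image inspection, cut at about 30% in these data, passing the limit was not always enough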; also: strong numbers were not always called active
* hit, by the source's call; . = not tested or not shown.

cpd	smiles	Rev-RRE block	FAK inh	EphB4 ephrin blk	PLK1 inh	PTPN22 inh 2
1	CCN(CC)c1ccc(C2=NNC(=O)CC2C)cc1[N+](=O)[O-] (stereo not given)	-4	-2	-10	-12	12
2	CCOC(=O)c1[nH]c2ccc(Cl)cc2c1-c1ccccc1	-6	-3	-11	-3	-5
3	Cn1c(=O)cc(SCC(=O)N2CCCC2)c2ccc(Cl)cc21	0	-4	-12	-4	-3
4	Cc1ccc(-n2cc(C(=O)c3ccccc3O)cn2)cc1	10	1	0	-2	2
5	CCOC(=O)CSc1nc2c(c(=O)n1-c1ccc(OC)cc1)SCC2	9	-2	4	-3	-3
6	CCNCc1cc(Br)c(OCC(=O)Nc2ccccc2)c(OC)c1	2	5	-1	-6	6
7	Cc1nc(-c2ccccc2)nc2[nH]c(-c3ccccc3)cc(=O)c12	5	1	9	-6	3
8	CCOC(=O)N1CCN(S(=O)(=O)c2ccc(C(=O)Nc3nc4ccccc4s3)cc2)CC1	-6	-11	7	-36	2
9	O=C(NCCOc1nc(N2CCCCC2)nc(N2CCOCC2)n1)Nc1ccccc1	8	0	2	-4	10
10	N#CC(=C=[N-])C1=C(C#N)C(c2ccccc2F)C([n+]2ccccc2)C(O)(C2CC2)N1 (stereo not given)	15	-6	4	-2	-5

cpd	LYP act	PTK2B oligo ant	PLK1 PBD inh	F-actin modifier
1	-8	0.2	-14	-53
2	9	-0.44	16	-3
3	0	0.16	-3	0
4	2	-0.43	-19	38
5	-1	.	-25	0
6	-8	0.75	-2	1
7	-1	-0.72	6	.
8	-5	0.51	-6	36
9	-12	-0.69	6	29
10	7	2.2	-3	2

(next part)
cpd	smiles	Rev-RRE block	FAK inh	EphB4 ephrin blk	PLK1 inh	PTPN22 inh 2
11	CCOC(=O)c1ccc(NC(=S)NCCCN2CCCCC2)cc1	-7	0	2	113*	5
12	Cc1csc(N2CCc3ccccc32)n1	4	3	1	-10	-4
13	CC(=O)c1ccc(Oc2cc(C)nc(NCc3ccccc3)n2)cc1	10	-2	8	-7	5
14	O=C(Nc1nnc(-c2ccc(Cl)s2)o1)C1CCCCC1	0	1	-2	-4	-2
15	CC(C)Cn1c(SCC(=O)N2CCCCC2)nc2ccccc2c1=O	9	0	-8	-10	3
16	O=c1c2ccccc2nnn1CSc1ccc2c(c1)OCCO2	8	-2	-1	-1	11
17	COC(=O)c1sccc1NC(=O)Cn1cnc2c1c(=O)n(C)c(=O)n2C	3	0	-9	-22	-17
18	NS(=O)(=O)c1ccc(CCNC(=O)c2cccnc2)cc1	6	0	2	-14	10
19	COc1ccc(-c2nnc3ccc(SCC(=O)NCc4ccco4)nn23)cc1OC	8	2	3	-9	6
20	CC(=O)Nc1ccc(S(=O)(=O)NCCSCc2ccc(Cl)cc2Cl)cc1	19	5	0	-12	10

cpd	LYP act	PTK2B oligo ant	PLK1 PBD inh	F-actin modifier
11	0	0.72	-17	-10
12	2	-0.08	0	1
13	-5	-1.7	-37	27
14	0	.	18	-7
15	-2	-0.7	-3	-17
16	-8	-0.84	0	-1
17	12	0.29	1	-12
18	-8	-0.7	-13	3
19	-6	-0.28	-5	38
20	-6	-1.1	-19	-10

7 entries from above, ordered by heavy-atom count, falling:
cpd	smiles	Rev-RRE block	FAK inh	EphB4 ephrin blk	PLK1 inh	PTPN22 inh 2
19	COc1ccc(-c2nnc3ccc(SCC(=O)NCc4ccco4)nn23)cc1OC	8	2	3	-9	6
17	COC(=O)c1sccc1NC(=O)Cn1cnc2c1c(=O)n(C)c(=O)n2C	3	0	-9	-22	-17
13	CC(=O)c1ccc(Oc2cc(C)nc(NCc3ccccc3)n2)cc1	10	-2	8	-7	5
11	CCOC(=O)c1ccc(NC(=S)NCCCN2CCCCC2)cc1	-7	0	2	113*	5
16	O=c1c2ccccc2nnn1CSc1ccc2c(c1)OCCO2	8	-2	-1	-1	11
18	NS(=O)(=O)c1ccc(CCNC(=O)c2cccnc2)cc1	6	0	2	-14	10
12	Cc1csc(N2CCc3ccccc32)n1	4	3	1	-10	-4

cpd	LYP act	PTK2B oligo ant	PLK1 PBD inh	F-actin modifier
19	-6	-0.28	-5	38
17	12	0.29	1	-12
13	-5	-1.7	-37	27
11	0	0.72	-17	-10
16	-8	-0.84	0	-1
18	-8	-0.7	-13	3
12	2	-0.08	0	1

Remaining list, next part:
cpd	smiles	Rev-RRE block	FAK inh	EphB4 ephrin blk	PLK1 inh	PTPN22 inh 2
21	Cc1cccc(N2C(=O)CC(N3CCC(c4nc5ccccc5[nH]4)CC3)C2=O)c1 (stereo not given)	2	-1	-3	-34	5
22	O=C(c1ccc2c3c(cccc13)CC2)N1CCOCC1	8	-3	-4	-7	7
23	O=C(NCc1ccc(Cl)cc1)C1C2C=CC3(CN(Cc4cccnc4)C(=O)C13)O2 (stereo not given)	6	-2	0	-18	-3
24	N/C(=N\c1nc2c(c(=O)[nH]1)CCCC2)Nc1ccc(Oc2ccccc2)cc1	10	-1	-3	-8	3
25	COc1cc(C2NC(=O)NC(C)=C2C(=O)Nc2cccc(C)c2C)cc(OC)c1OC (stereo not given)	-2	-8	-3	0	-2
26	CCOC(=O)Cn1c(N)c(C(=O)OC)sc1=S	11	-1	2	1	-8
27	COc1cccc(NC(=O)CSc2nncn2N)c1	9	-1	-4	-10	-1
28	O=C(CSc1nnc(Cc2cccs2)n1-c1ccccc1)NC1CCCCC1	2	0	5	-15	1
29	CCN1C(=O)C(O)(CC(=O)c2ccc3c(c2)OCCO3)c2ccccc21 (stereo not given)	5	-3	3	72*	.
30	Cc1ccc(-c2ccc(=O)n(CCC(=O)NCc3ccccn3)n2)cc1	0	3	3	-9	-1

cpd	LYP act	PTK2B oligo ant	PLK1 PBD inh	F-actin modifier
21	-3	1.2	-7	-5
22	-9	0.42	-28	-17
23	2	-0.2	-15	-17
24	-2	-0.39	-17	-4
25	6	-0.32	7	1
26	5	0.16	29	12
27	1	0.03	6	-11
28	-8	0.46	-10	6
29	.	.	17	.
30	6	1.1	3	.

(list continues)
cpd	smiles	Rev-RRE block	FAK inh	EphB4 ephrin blk	PLK1 inh	PTPN22 inh 2
31	CCCCCCNC(=O)c1cc(-c2ccco2)nc2ccccc12	3	20*	5	-10	16
32	CCOC(=O)c1ccc(N2C(=O)c3n[nH]c(C)c3C2c2ccc(OC)cc2)cc1 (stereo not given)	9	-1	-3	-14	8
33	COC(=O)c1cc(-c2ccc(OC)c(OC)c2)on1	-1	-1	7	-5	-1
34	CCOc1cc(CN2CCN(C(=O)CC(C)C)CC2)ccc1OC	5	0	0	-6	-8
35	COc1ccc(CCC(=O)Nc2nc3ccccc3[nH]2)cc1OC	6	0	2	-4	9
36	COc1ccc(N2CCN(C(=O)c3cn(C4CCCC4)c(=O)c4c3c3ccccc3n4C)CC2)cc1	2	0	-2	-29	1
37	COc1ccc(CN(C(=O)c2ccccc2OC)C2CCS(=O)(=O)C2)cc1 (stereo not given)	2	1	1	-16	1
38	COc1cc(CNn2nnnc2N)ccc1OCc1c(Cl)cccc1Cl	1	3	6	-8	-3
39	Cc1ccc(NC(=O)CCCCCC2NC(=O)NC2C)cc1 (stereo not given)	0	7	10	-14	2
40	Cc1ccc(-c2noc(C3CCN(S(C)(=O)=O)CC3)n2)o1	1	1	-8	-7	10

cpd	LYP act	PTK2B oligo ant	PLK1 PBD inh	F-actin modifier
31	-14	0.04	-1	-4
32	-10	-2.8	6	-24
33	5	0.47	-35	-16
34	5	0.84	19	24
35	-7	0.17	8	1
36	1	0.13	-30	12
37	2	0.34	3	-13
38	7	0.37	-17	-2
39	5	0.51	24	-23
40	-12	0.74	-13	-12

(further entries)
cpd	smiles	Rev-RRE block	FAK inh	EphB4 ephrin blk	PLK1 inh	PTPN22 inh 2
41	CC1Cn2c(CCc3ccccc3)nnc2S1 (stereo not given)	4	-2	-4	-13	-8
42	Cc1csc(=Nc2ccc(S(=O)(=O)N3CCOCC3)cc2)n1Cc1ccco1	3	-6	1	-12	-4
43	CC(CCc1ccccc1)NC(=O)CSc1nc(N)cc(N)n1 (stereo not given)	4	-1	-1	-15	5
44	CCOc1ccc(NC(=O)C(C)Oc2ccccc2C(=O)Nc2cccc(Cl)c2Cl)cc1 (stereo not given)	3	-1	-8	-7	1
45	O=C(NC1CCCCCC1)c1cccc(COCC(F)(F)F)c1	13	-1	4	-12	-5
46	OC1(c2ccccc2)C/C(=N\n2cnnc2)C=C1c1ccccc1 (stereo not given)	4	-3	4	-2	-1
47	CCOC(=O)N1CCN(C(=O)c2ccccc2-c2ccccc2)CC1	-1	0	3	-12	-6
48	O=C(O)c1cnc(-c2ccccc2)nc1Sc1ccc(Cl)cc1Cl	4	-4	0	-8	-5
49	CCSc1nc2c(c(=O)n1Cc1ccccc1)SC(C)C2 (stereo not given)	10	5	-3	-6	-16
50	O=C(CCn1c(SCC(=O)c2ccccc2)nc2ccccc2c1=O)NCc1ccc(F)cc1	3	-2	-6	8	4

cpd	LYP act	PTK2B oligo ant	PLK1 PBD inh	F-actin modifier
41	11	-0.58	10	4
42	4	0.13	30	10
43	-4	-0.21	19	12
44	4	-1.6	34	16
45	6	0.94	-6	4
46	1	-0.61	6	-2
47	2	-0.45	-16	-1
48	6	-2.2	0	7
49	17	-1.4	28	8
50	-2	-0.62	5	-23

Entries listed so far that have fluorine (3):
cpd	smiles	Rev-RRE block	FAK inh	EphB4 ephrin blk	PLK1 inh	PTPN22 inh 2
10	N#CC(=C=[N-])C1=C(C#N)C(c2ccccc2F)C([n+]2ccccc2)C(O)(C2CC2)N1 (stereo not given)	15	-6	4	-2	-5
45	O=C(NC1CCCCCC1)c1cccc(COCC(F)(F)F)c1	13	-1	4	-12	-5
50	O=C(CCn1c(SCC(=O)c2ccccc2)nc2ccccc2c1=O)NCc1ccc(F)cc1	3	-2	-6	8	4

cpd	LYP act	PTK2B oligo ant	PLK1 PBD inh	F-actin modifier
10	7	2.2	-3	2
45	6	0.94	-6	4
50	-2	-0.62	5	-23

Additional structures:
cpd	smiles	Rev-RRE block	FAK inh	EphB4 ephrin blk	PLK1 inh	PTPN22 inh 2
51	O=C(Nc1ccc(-c2nc3ccccc3o2)cc1)c1cc(-n2cnnc2)ccc1Cl	1	6	1	-5	-8
52	CC(=O)NC1CC2CCCC(C1)N2S(=O)(=O)c1cccc(F)c1 (stereo not given)	1	-7	-2	-19	9
53	Cc1ccc(C(c2nnnn2CS(=O)(=O)c2ccc(C)cc2)N2CCC(C)CC2)cc1 (stereo not given)	-2	-7	-3	5	14
54	FC(F)(F)c1ccccc1NC(=S)NN1CCOCC1	3	1	-2	-12	11
55	CCCCN1C2CCCC1CC(NC(=O)C1CCCCC1)C2 (stereo not given)	6	0	-1	-7	-8
56	O=C(c1ccccc1NS(=O)(=O)c1ccc(Br)s1)N1CCCC1	3	-4	4	-11	4
57	COC(=O)Cn1c(=O)n(CCc2ccccc2)c(=O)c2c3c(sc21)CCCC3	14	-1	-4	-9	6
58	OC1(c2cccc(C(F)(F)F)c2)CCNCC1	8	-1	2	0	4
59	CC/C(=N\NC(=O)CNC(=O)/C=C/c1ccco1)c1ccccc1	-1	-2	-1	-9	0
60	Cc1ccc(NCc2nnc(SCC(=O)NCc3ccco3)n2CC2CCCO2)c(C)c1 (stereo not given)	4	4	0	-5	-3
61	CCOC(=O)c1cnc(SCc2ccc(C)cc2)nc1N	17	3	11	-10	0
62	O=C(Nc1ccc2c(c1)OCO2)c1cccc(S(=O)(=O)N2CCCC2)c1	1	-7	-2	3	7

cpd	LYP act	PTK2B oligo ant	PLK1 PBD inh	F-actin modifier
51	3	-1.9	-8	-16
52	-10	-0.7	-22	-14
53	-12	-1.5	5	4
54	-9	0.16	-6	10
55	8	2.1	-10	-1
56	-6	-0.55	-11	-2
57	-6	-1.1	0	13
58	2	0.29	5	9
59	5	0.1	24	-26
60	3	0.7	-31	-11
61	0	-2.1	16	-13
62	-4	0.88	6	17
